# BioA inh – M. tuberculosis BioA enzyme inhibitors, primary screen, biochemical, plate reader, single point, HTS | 7,8-diaminopelargonic acid synthase BioA (Mycobacterium tuberculosis) | purified M. tuberculosis BioA enzyme | inhibition, % at 9.99 µM | 360,000 compounds, 0.096% hits; in the data active = inhibition above about 40%
# Active calls of the source: *. This is a subset; the hit share may differ from the screen's.
SMILES,BioA inh
Cc1ccc(S(=O)(=O)Nc2ccc3c(c2)C(=O)N([C@@H](C)CO)C[C@H](C)[C@H](CN(C)S(=O)(=O)c2ccc(F)cc2)OCCCC[C@H](C)O3)cc1,-1.2
C[C@H]1CCCCO[C@H](CN(C)C)[C@@H](C)CN([C@@H](C)CO)C(=O)c2cc(NC(=O)Nc3cccc4ccccc34)ccc2O1,-2.4
CCNC(=O)C[C@H]1CC[C@H](NS(=O)(=O)c2ccc(C)cc2)[C@@H](CO)O1,-0.1
CNC[C@@H]1Oc2ccc(NC(=O)NC(C)C)cc2CC(=O)N([C@H](C)CO)C[C@H]1C,0.2
COCC(=O)N(C)C[C@H]1Oc2ncc(C#C[C@@H](C)O)cc2C(=O)N([C@@H](C)CO)C[C@H]1C,0.2
O=C(Nc1ccc2c(c1)[C@H]1C[C@@H](CC(=O)N3CCOCC3)O[C@H](CO)[C@H]1O2)Nc1ccccc1F,-2.1
CN(C)C(=O)[C@@H]1[C@@H](CO)[C@@H]2Cn3c(ccc(-c4cncnc4)c3=O)[C@@H]2N1Cc1cc(F)ccc1F,6.4
CCCC(=O)Nc1ccc2c(c1)C(=O)N(C)C[C@@H](OC)[C@@H](C)CN(C(C)=O)[C@@H](C)CO2,-2.8
COC(=O)C[C@H]1CC[C@H]2[C@@H](COC[C@@H](O)CN2CCC(F)(F)F)O1,-0.8
CO[C@H]1CN(C)C(=O)c2ccc(NC(=O)Nc3ccc(C(F)(F)F)cc3)cc2OC[C@@H](C)NC[C@@H]1C,4.5
Cc1noc(C)c1S(=O)(=O)Nc1ccc2c(c1)C(=O)N([C@@H](C)CO)C[C@H](C)[C@@H](CN(C)C(=O)Nc1ccc(F)cc1)OCCCC[C@H](C)O2,-1.1
C[C@@H]1CN([C@H](C)CO)C(=O)Cc2cc(NC(=O)Nc3ccc(C(F)(F)F)cc3)ccc2O[C@H]1CN(C)Cc1ccc(-c2ccccc2)cc1,-4.2
CC(C)NC(=O)N[C@H]1CC[C@@H](CCNC(=O)C2CCOCC2)O[C@H]1CO,-2.4
C[C@H]1CN([C@@H](C)CO)C(=O)c2cc(NC(=O)C3CCCCC3)ccc2O[C@@H]1CN(C)Cc1ccc2c(c1)OCO2,-3.4
COc1ccc(C#Cc2cnc3c(c2)C(=O)N([C@@H](C)CO)C[C@@H](C)[C@@H](CN(C)C(=O)CN(C)C)O3)cc1,0.9
CC(C)CC#Cc1ccc2c(c1)O[C@H](CN(C)C(=O)c1ccccn1)[C@@H](C)CN([C@@H](C)CO)S2(=O)=O,1.1
CO[C@@H]1CN(C)C(=O)c2cc(NC(=O)c3ccno3)ccc2OC[C@@H](C)N(S(C)(=O)=O)C[C@H]1C,5.0
Cc1ccc(S(=O)(=O)Nc2ccc3c(c2)C(=O)N([C@H](C)CO)C[C@@H](C)[C@@H](CN(C)C)O3)cc1,-4.0
CO[C@H]1CN(C)C(=O)c2ccc(NC(=O)C3CC3)cc2OC[C@@H](C)N(CC2CCOCC2)C[C@H]1C,-1.4
C[C@H]1CN([C@@H](C)CO)C(=O)c2cc(NS(=O)(=O)c3ccccc3)ccc2O[C@H]1CN(C)S(=O)(=O)c1ccccc1,4.9
COc1ccc(NC(=O)Nc2ccc3c(c2)CC(=O)N([C@@H](C)CO)C[C@H](C)[C@H](CN(C)S(=O)(=O)c2c(C)noc2C)O3)cc1,-0.7
COc1ccc(NC(=O)N(C)C[C@H]2Oc3ccc(NC(=O)Nc4c(C)noc4C)cc3CC(=O)N([C@@H](C)CO)C[C@@H]2C)cc1,-2.6
C[C@@H]1CN([C@@H](C)CO)C(=O)c2cccc(N(C)C)c2O[C@H]1CN(C)Cc1ccc(C(F)(F)F)cc1,0.5
C[C@@H]1CN([C@@H](C)CO)C(=O)c2cc(NS(=O)(=O)c3cn(C)cn3)ccc2O[C@@H](C)CCCCO[C@@H]1CN(C)Cc1ccc(C(=O)O)cc1,2.0
C[C@H](CO)N1C[C@H](C)[C@H](CN(C)S(=O)(=O)c2ccc(Cl)cc2)OCCCC[C@H](C)Oc2ccc(NS(=O)(=O)c3cn(C)cn3)cc2C1=O,3.0

# Remaining list, next part.
SMILES,BioA inh
C[C@@H]1CN([C@H](C)CO)C(=O)CCCn2nncc2CO[C@@H]1CN(C)Cc1cccc(C(=O)O)c1,-1.1
C[C@@H]1CCCCO[C@@H](CN(C)S(=O)(=O)c2ccc(Cl)cc2)[C@@H](C)CN([C@@H](C)CO)C(=O)c2cc(NS(=O)(=O)c3ccc(F)cc3)ccc2O1,-7.9
C[C@@H]1CN([C@H](C)CO)S(=O)(=O)c2ccc(C#CCC3CCCC3)cc2O[C@H]1CN(C)C(=O)c1cnccn1,0.4
C[C@@H]1CN([C@@H](C)CO)C(=O)Cc2cc(NS(=O)(=O)c3ccccc3)ccc2O[C@@H]1CN(C)S(=O)(=O)c1ccc(Cl)cc1,-0.4
CC(C)NC(=O)N(C)C[C@H]1OCCCC[C@H](C)Oc2ccc(NC(=O)Nc3ccc(F)cc3)cc2C(=O)N([C@H](C)CO)C[C@@H]1C,0.1
CC(C)C#Cc1cnc2c(c1)C(=O)N([C@H](C)CO)C[C@@H](C)[C@@H](CN(C)C(=O)Nc1ccccc1)O2,1.6
Cc1ccc(S(=O)(=O)N(C)C[C@@H]2Oc3ccc(NC(=O)Nc4cccc5ccccc45)cc3CC(=O)N([C@@H](C)CO)C[C@H]2C)cc1,-1.0
NC(=O)[C@@H]1[C@H]2C(=O)O[C@H](c3ccccc3)[C@H](c3ccccc3)N2[C@H](c2ccc(O)cc2)[C@@]12C(=O)Nc1ccccc12,2.4
C/C=C/c1cnc2c(c1)C(=O)N([C@@H](C)CO)C[C@@H](C)[C@@H](CN(C)S(=O)(=O)c1ccc(C)cc1)O2,-0.5
C[C@H](CO)N1C[C@H](C)[C@H](CN(C)C(=O)C2CCCCC2)Oc2cc(Br)ccc2S1(=O)=O,3.9
C[C@H](CO)N1C[C@H](C)[C@H](CN(C)S(=O)(=O)c2ccc(Cl)cc2)OCCCC[C@H](C)Oc2ccc(NC(=O)Nc3cccc4ccccc34)cc2C1=O,-2.5
C[C@@H]1CCCCO[C@H](CN(C)S(=O)(=O)c2ccccc2)[C@H](C)CN([C@@H](C)CO)C(=O)c2cc(NS(C)(=O)=O)ccc2O1,-4.5
C[C@H](CO)N1C[C@H](C)[C@H](CN(C)S(=O)(=O)c2ccccc2)OCCCC[C@H](C)Oc2ccc(NC(=O)CCCN(C)C)cc2C1=O,-1.5
C[C@@H]1CN([C@@H](C)CO)C(=O)Cc2cc(NS(C)(=O)=O)ccc2O[C@@H]1CN(C)Cc1ccc(Cl)c(Cl)c1,3.3
COc1ccc(NC(=O)N[C@H]2CC[C@@H](CC(=O)NC3CCC3)O[C@H]2CO)cc1,-1.4
O=C(N[C@@H]1CC[C@@H](CCn2cc(-c3ccccn3)nn2)O[C@H]1CO)c1ccccc1,-2.0
O=C(C[C@H]1C[C@H]2c3cc(NS(=O)(=O)c4ccc(F)cc4)ccc3O[C@H]2[C@H](CO)O1)NCc1ccc(Cl)cc1,0.1
COc1ccc(CN2[C@H](CO)[C@@H]3c4ccccc4N(C(=O)NC(C)C)C[C@@H]32)cc1,-2.9
O=C(Nc1ccc(F)cc1)N[C@H]1CC[C@@H](CCNC(=O)c2cc(Cl)cc(Cl)c2)O[C@@H]1CO,3.9
C[C@@H]1CN([C@H](C)CO)C(=O)Cc2cc(NC(=O)Cc3cn(C)c4ccccc34)ccc2O[C@@H]1CN(C)Cc1ccc2c(c1)OCO2,-1.5
CN1C(=O)c2cc(NC(=O)c3cccc(F)c3)ccc2OC[C@H]2O[C@@H](CC(=O)N3CCc4ccccc4C3)CC[C@@H]21,-1.7
CC(C)NC(=O)N[C@@H]1CC[C@H](CC(=O)NCCCN(C)C)O[C@@H]1CO,-0.2
C[C@H]1CN([C@@H](C)CO)C(=O)c2cccc(NC(=O)c3cnccn3)c2O[C@@H]1CN(C)C,-4.2
C[C@@H]1CN([C@@H](C)CO)C(=O)c2cc(NC(=O)Cc3ccccc3)ccc2O[C@@H]1CN(C)Cc1ccccc1,-0.5
O=C(Nc1cc(F)ccc1F)N1C[C@@H]2[C@H](c3ccccc31)[C@H](CO)N2C(=O)c1ccccc1,-1.9

# Further structures follow.
SMILES,BioA inh
O=C([C@@H]1[C@@H](CO)[C@@H]2Cn3c(ccc(-c4ccncc4)c3=O)[C@@H]2N1CCC(F)(F)F)N1CCOCC1,-0.5
CC=Cc1ccc2n(c1=O)C[C@@H]1[C@@H](CO)[C@H](C(=O)N(C)C)N(CC3CCOCC3)[C@H]21 (mixture of isomers),0.1
CN1C(=O)c2cc(NC(=O)Cc3ccccc3)ccc2OC[C@@H]2O[C@H](CC(=O)NCc3ccc(Cl)cc3)CC[C@@H]21,-0.9
C[C@@H]1CN([C@@H](C)CO)C(=O)c2cc(NC(=O)C3CC3)ccc2O[C@@H]1CN(C)C(=O)Nc1ccc2c(c1)OCO2,-0.1
Cc1ccccc1S(=O)(=O)N1CC[C@@H]2[C@@H](CO)N(C)c3ccc(-c4cccc(C#N)c4)cc3[C@@H]21,-8.1
COc1ccc(NC(=O)Nc2ccc3c(c2)C(=O)N([C@@H](C)CO)C[C@H](C)[C@H](CN(C)S(=O)(=O)c2ccc(Cl)cc2)OCCCC[C@@H](C)O3)cc1,-0.2
C[C@H](CO)N1C[C@H](C)[C@H](CN(C)C)Oc2c(NC(=O)Nc3ccc(F)cc3)cccc2C1=O,-1.8
CC=Cc1ccc2n(c1=O)C[C@@H]1[C@@H](CO)[C@H](C(=O)Nc3ccccc3)N(CC3CC3)[C@H]21 (mixture of isomers),2.6
O=C(NC1CCCCC1)N[C@@H]1CC[C@@H](CCNS(=O)(=O)c2ccc(Cl)cc2)O[C@H]1CO,2.3
C[C@H]1CN([C@@H](C)CO)S(=O)(=O)c2ccc(C#CC3(O)CCCC3)cc2O[C@@H]1CN(C)C(=O)Nc1cccc(F)c1,0.8
COc1ccc(NC(=O)Nc2ccc3c(c2)C(=O)N([C@@H](C)CO)C[C@H](C)[C@H](CN(C)S(=O)(=O)c2ccc(C)cc2)O3)cc1,0.2
COc1ccc(C#Cc2cnc3c(c2)C(=O)N([C@H](C)CO)C[C@H](C)[C@@H](CN(C)C(=O)CC2CC2)O3)cc1,-0.9
COc1ccc(S(=O)(=O)Nc2ccc3c(c2)[C@@H]2C[C@@H](CC(=O)NCC4CC4)O[C@H](CO)[C@@H]2O3)cc1,1.9
CC(C)NC(=O)Nc1ccc2c(c1)CC(=O)N([C@H](C)CO)C[C@@H](C)[C@@H](CN(C)CC1CCCCC1)O2,1.4
Cc1cccc(-c2ccc([C@H]3[C@H]4CN(C(=O)c5ccc6c(c5)OCO6)CCCCN4[C@H]3CO)cc2)c1,-5.0
C[C@@H]1CN([C@@H](C)CO)S(=O)(=O)c2ccc(Br)cc2O[C@H]1CN(C)C(=O)c1cnccn1,-1.1
C[C@H](CO)N1C[C@H](C)[C@H](CN(C)C(=O)NC2CCCCC2)Oc2ncc(C#Cc3ccc(C(F)(F)F)cc3)cc2C1=O,-0.5
Cc1ccc(S(=O)(=O)Nc2ccc3c(c2)C(=O)N([C@H](C)CO)C[C@H](C)[C@@H](CN(C)S(=O)(=O)c2ccccc2)OCCCC[C@H](C)O3)cc1,-1.1
C[C@@H](O)C#Cc1ccc([C@@H]2[C@@H](CO)N3CCCCN(C(=O)c4ccc5c(c4)OCO5)C[C@H]23)cc1,7.3
CN(C)CC(=O)Nc1ccc2c(c1)[C@@H]1C[C@H](CC(=O)NCc3ccccc3)O[C@H](CO)[C@@H]1O2,1.2
C[C@H]1CN([C@@H](C)CO)C(=O)CCCn2nncc2CO[C@H]1CN(C)Cc1ccc(-c2ccccc2)cc1,-0.1
CO[C@H]1CN(C)C(=O)c2cc(NC(=O)CC(F)(F)F)ccc2OC[C@H](C)N(S(=O)(=O)c2cn(C)cn2)C[C@H]1C,-1.9
C[C@@H]1CN([C@@H](C)CO)C(=O)c2cc(NC(=O)Nc3ccc(F)cc3)ccc2O[C@@H](C)CCCCO[C@H]1CN(C)S(=O)(=O)c1cn(C)cn1,1.8
CO[C@@H]1CN(C)C(=O)c2cc(NC(=O)C3CCC3)ccc2OC[C@@H](C)N(C(=O)NC(C)C)C[C@H]1C,-1.3
COc1ccc(NC(=O)Nc2cccc3c2O[C@H](CN(C)Cc2ccc(Cl)c(Cl)c2)[C@@H](C)CN([C@H](C)CO)C3=O)cc1,1.1
COc1ccc(NC(=O)N(C)C[C@H]2Oc3cc(-c4cccc(C(=O)N(C)C)c4)ccc3S(=O)(=O)N([C@H](C)CO)C[C@@H]2C)cc1,-0.4

# Ordered by length of the SMILES (descending): part of the list above
SMILES,BioA inh
C[C@@H]1CN([C@@H](C)CO)C(=O)c2cc(NC(=O)Nc3ccc(F)cc3)ccc2O[C@@H](C)CCCCO[C@H]1CN(C)S(=O)(=O)c1cn(C)cn1,1.8
CO[C@H]1CN(C)C(=O)c2cc(NC(=O)CC(F)(F)F)ccc2OC[C@H](C)N(S(=O)(=O)c2cn(C)cn2)C[C@H]1C,-1.9
O=C([C@@H]1[C@@H](CO)[C@@H]2Cn3c(ccc(-c4ccncc4)c3=O)[C@@H]2N1CCC(F)(F)F)N1CCOCC1,-0.5
CN(C)CC(=O)Nc1ccc2c(c1)[C@@H]1C[C@H](CC(=O)NCc3ccccc3)O[C@H](CO)[C@@H]1O2,1.2
Cc1cccc(-c2ccc([C@H]3[C@H]4CN(C(=O)c5ccc6c(c5)OCO6)CCCCN4[C@H]3CO)cc2)c1,-5.0
C[C@H]1CN([C@@H](C)CO)C(=O)CCCn2nncc2CO[C@H]1CN(C)Cc1ccc(-c2ccccc2)cc1,-0.1
C[C@@H]1CN([C@@H](C)CO)S(=O)(=O)c2ccc(Br)cc2O[C@H]1CN(C)C(=O)c1cnccn1,-1.1
